TRPC6 inh – mouse TRPC6 channel inhibition; 310,000 compounds, 1.1% hits; B-score at 10 µM; HEK293-TRPC6, membrane potential dye, ACh-evoked depolarization; active compounds read low; AID 2553; Q61143;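 active means B-score under library mean minus 3 SD, initial fluorescence not abnormally high, positive integrated signal ratio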;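 further: B-score derived from integrated fluorescence ratio over the kinetic read; more negative B-score means stronger inhibition of depolarization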
MrgX1 agonist – human MrgX1 receptor agonism, primary screen | Q96LB2 | MrgX1-HEK293 cells, Fluo-4 calcium fluorescence, agonist mode; active compounds read high | B-score at 10 µM | 310,000 compounds, 0.44% hits;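 active means calcium response B-score plate-corrected fluorescence ratio at least 3 library SD, with starting fluorescence B-score inside 5 SD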
Target sequence (Q96LB2 whole entry, looked up): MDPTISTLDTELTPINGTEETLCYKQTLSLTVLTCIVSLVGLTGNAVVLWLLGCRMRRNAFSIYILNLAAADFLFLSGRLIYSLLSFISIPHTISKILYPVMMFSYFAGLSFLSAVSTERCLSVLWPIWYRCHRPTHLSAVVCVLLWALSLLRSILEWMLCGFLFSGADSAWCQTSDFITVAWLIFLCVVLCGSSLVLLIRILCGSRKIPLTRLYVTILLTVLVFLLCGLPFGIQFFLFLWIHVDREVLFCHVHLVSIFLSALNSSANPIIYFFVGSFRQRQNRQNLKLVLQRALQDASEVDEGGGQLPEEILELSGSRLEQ
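Test system: HEK293 cells stably expressing human MrgX1 receptor; amount: 15,000 cells per well; doses: compound delivered in addition one of three; times: overnight plating before 1 h dye loading; detection: Fluo-4 NW calcium-flux fluorescence, kinetic read; read-out basis: B-scored fluorescence response ratio; controls: positive and negative controls per plate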
HDAC3 inhib – inhibitors of human histone deacetylase 3; O15379; recombinant HDAC3, fluorogenic peptide/trypsin coupled, fluorescence; inhibition, % at 8.3 µM; 320,000 compounds, 0.15% hits; in the data active means inhibition above about 26%, passing the limit was not always enough
Target sequence (O15379 whole entry, looked up): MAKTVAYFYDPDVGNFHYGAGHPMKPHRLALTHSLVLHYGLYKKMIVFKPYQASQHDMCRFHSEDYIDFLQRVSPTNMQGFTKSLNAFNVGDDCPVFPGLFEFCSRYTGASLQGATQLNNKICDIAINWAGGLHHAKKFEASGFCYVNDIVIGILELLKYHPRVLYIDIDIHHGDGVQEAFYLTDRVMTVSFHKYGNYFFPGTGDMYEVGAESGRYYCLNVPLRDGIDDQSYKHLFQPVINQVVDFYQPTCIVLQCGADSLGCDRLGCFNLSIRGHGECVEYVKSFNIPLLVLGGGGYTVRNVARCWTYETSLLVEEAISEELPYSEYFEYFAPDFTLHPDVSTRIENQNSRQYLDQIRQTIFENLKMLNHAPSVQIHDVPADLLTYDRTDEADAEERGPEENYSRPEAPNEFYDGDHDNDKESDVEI
ANO1 activ – activates or potentiates the mouse TMEM16A chloride channel. Q8BHY3. HEK293 TMEM16A/YFP-H148Q/I152L, iodide quench fluorescence; active compounds read low. B-score at 10 µM. 340,000 compounds, 0.3% hits. AID 623877;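 active means fluorescence-ratio B-score plate-corrected deviation score at least 3 library SD below zero, with starting fluorescence score within 5 deviations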;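 further: channel opened by trigger with iodide after compound preincubation; score built on the fluorescence ratio of max minus min over baseline; more negative score means more quench and so TMEM16A activation or potentiation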
RGS4 inh – human RGS4 inhibition. HEK293 M3R/RGS4 inducible, Fluo-4 calcium flux; active compounds read high; triggered by carbachol at its EC20. B-score at 10 µM. 310,000 compounds, 0.45% hits;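 active means B-score, a plate-corrected calcium signal, over three deviations above library mean, with baseline fluorescence within five deviations of library mean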;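 further: RGS4 expression induced by doxycycline in cells with stable M3 receptor; B-score is computed from the integrated fluorescence ratio over baseline after carbachol; higher B-score means a larger calcium signal and so more RGS4 inhibition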
Target sequence (P49798 whole entry, looked up): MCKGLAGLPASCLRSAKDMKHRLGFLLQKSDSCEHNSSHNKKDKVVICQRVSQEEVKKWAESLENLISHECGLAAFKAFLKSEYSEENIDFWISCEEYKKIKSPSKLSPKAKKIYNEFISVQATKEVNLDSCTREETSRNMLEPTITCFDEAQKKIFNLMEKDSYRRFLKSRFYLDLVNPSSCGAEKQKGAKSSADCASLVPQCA
RGS4 pot – potentiators or activators of RGS4 | 310,000 compounds, 0.92% hits | AID 463111 | B-score at 10 µM | HEK293 M3R/inducible RGS4, carbachol calcium flux Fluo4; active compounds read low;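 active means B-score of the integrated calcium signal more than 4 SD below the library mean, with starting fluorescence not abnormally high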;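 further: negative B-score means reduced calcium response which marks RGS4 activation or potentiation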
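Material: Inducible-RGS4 HEK293 cells carrying M3 receptor; also added: carbachol at ECmax as muscarinic agonist stimulus; incubation: compound preincubation 20 min at room temperature before agonist; signal: Fluo4-AM (2 µM) calcium-flux fluorescence, kinetic read; measure: integrated calcium ratio converted to B score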
SKKanGAS inh – inhibitors of SKKanGAS S. pyogenes growth in kanamycin (SK-promoter or general growth effect); BacTiter-Glo, 6 h; inhibition, % at 7.5 µM; 300,000 compounds, 1.3% hits;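 active means mean replicate score, as percent of positive control median, at least 50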;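 further: strain carries kanamycin resistance gene driven by streptokinase promoter and grows in 40 µg/ml kanamycin; loss of luminescence reflects streptokinase promoter inhibition or plain growth inhibition; 0% = median of DMSO wells and 100% = positive control at its reference dose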
MrgX1 antagonist – blocks BAM8-22 activation of human MrgX1 receptor; Q96LB2; MRGX1-HEK293 calcium flux, Fluo-4, BAM8-22 antagonism; active compounds read low; B-score at 10 µM; 310,000 compounds, 1.3% hits;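 active means calcium-response B-score plate-corrected more than 3 library SD below zero, starting fluorescence within 5 deviations, no agonist response on first addition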;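 further: peak minus trough fluorescence over baseline after final BAM8-22 challenge near maximal dose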
TRPC6 activator – mouse TRPC6 channel activation. HEK293-TRPC6 membrane potential dye fluorescence; active compounds read high. B-score at 10 µM. 310,000 compounds, 0.13% hits;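 active means B-score of the integrated fluorescence ratio above library mean plus 3 SD, and starting fluorescence ratio within library mean plus 5 SD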;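 further: higher score means more depolarization so channel activation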
TMEM16A inh – blocks the mouse calcium-activated chloride channel TMEM16A | HEK293 TMEM16A/YFP iodide influx fluorescence, ionomycin | normalized B-score (activity score, 25-100; higher = stronger inhibition) at 10 µM | 310,000 compounds, 1.2% hits | Q8BHY3;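 active means ratio plate-corrected score three or more library SD toward inhibition, starting fluorescence score within five deviations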;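 further: score derived from kinetic fluorescence span divided by baseline fluorescence per well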
MrgX1 allo act – human MrgX1 positive allosteric modulation, primary screen; 310,000 compounds, 0.63% hits; MrgX1-HEK293, Fluo-4 calcium flux, FDSS; active compounds read high; B-score at 10 µM; Q96LB2;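 active means plate-corrected calcium response at least 3 library SD above typical, normal starting fluorescence, not activating the receptor alone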;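 further: compound read alongside a low EC10 to EC30 dose of BAM8-22 agonist; peak minus trough fluorescence over baseline measured at the second addition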
Starred values were filed as active, the others as inactive; i = inactive; . = no result given.

No. | molecule | MrgX1 antagonist | RGS4 pot | TRPC6 inh | SKKanGAS inh | ANO1 activ | MrgX1 allo act | TRPC6 activator | MrgX1 agonist | HDAC3 inhib | TMEM16A inh | RGS4 inh
1 | NC(=O)c1nsc(C(=O)N(Cc2cccnc2)C(C(=O)NCc2ccc(F)cc2)c2ccc(O)cc2)c1N (centres undefined) | i | i | i | 1 | i | i | i | i | -7 | i | i
2 | Clc1ccc2nc(C3CCN(Cc4ccccc4)CC3)[nH]c2c1 | i | i | i | -6 | i | i | i | i | -3 | i | i
3 | CCOc1ccc(S(=O)(=O)N2CCN(C(=O)CCOc3ccccc3C)CC2)cc1 | i | i | i | 20 | i | i | i | i | 10 | i | i
4 | CCc1ccccc1NC(=O)CSc1nnc(CNC(=O)c2ccco2)n1C | i | i | i | 7 | i | i | i | i | 4 | i | i
5 | COc1ccc(O)c(-c2[nH]ncc2C(=O)c2cccc(C)c2)c1 | i | i | i | -5 | i | i | i | i | 2 | i | i
6 | O=C(O)/C=C/C(=O)c1ccc2c(c1)CCc1ccccc1-2 | -5.2* | i | i | 39 | i | i | i | i | 3 | i | i
7 | COc1cc(C(=O)N/N=C/C2CC=CCC2)cc(OC)c1OC (centres undefined) | i | i | i | -5 | i | i | i | i | -5 | i | i
8 | CCCC(=O)Nc1nc(-c2ccccc2)ns1 | i | i | i | 2 | i | i | i | i | . | i | i
9 | COc1ccc(-c2csc3ncn(CC(=O)N4CCOCC4)c(=O)c23)cc1 | i | i | i | -2 | i | i | i | i | 2 | i | i
10 | Cc1ccnc(NCc2cccc3ccccc23)c1 | i | i | i | 10 | i | i | i | i | -3 | i | i
11 | COC(=O)c1ccc(CN2C(=O)NC(c3ccccc3)(c3ccccc3)C2=O)o1 | i | i | i | -1 | i | i | i | i | -10 | i | i
12 | O=C(c1ccc(F)cc1)N1CCCCC(Sc2nnc3ccccn23)C1=O (centres undefined) | i | i | i | -3 | i | i | i | i | 1 | i | i
13 | CCOC(=O)c1nnn(-c2ccc([N+](=O)[O-])cc2)c1C | i | i | i | -5 | i | i | i | i | -13 | i | i
14 | COCCCn1c(SCc2nc3ccccc3c(=O)[nH]2)nc2ccccc2c1=O | i | i | i | -7 | i | i | i | i | -13 | i | i
15 | Cc1c(NC(=O)CN2C(=O)C(=O)N(Cc3ccccc3)C2=O)c(=O)n(-c2ccccc2)n1C | i | i | i | 0 | i | i | i | i | 2 | i | i
16 | Cc1ccc(N(C(=O)C2CCC(=O)N2)C2(C(=O)NC3CCCCC3)CCCCC2)cc1 (centres undefined) | i | i | i | 1 | i | i | i | i | 10 | i | i
17 | COc1ccccc1CNC(=O)c1cn(C)c(=O)c2cc(OC)c(OC)cc12 | i | i | i | 2 | i | i | i | i | 0 | i | i
18 | COc1ccccc1N1CCN(C(=O)c2cc(-c3ccco3)on2)CC1 | i | i | i | -3 | i | i | i | i | -1 | i | i
19 | CCOc1ccccc1NC(=O)C1CCCN(S(=O)(=O)c2ccc(-n3cnnn3)cc2)C1 (centres undefined) | i | i | i | 14 | i | i | i | i | -10 | i | i
20 | CN1CCN(C(=O)/C(=C/c2cccnc2)NC(=O)c2cccc(Br)c2)CC1 | i | i | i | -9 | i | i | i | i | 5 | i | i
21 | COc1cccc(CN2CCNC(=O)C2CC(=O)NCc2cc(C(C)C)no2)c1 (centres undefined) | i | i | i | 0 | i | i | i | i | 1 | i | i
22 | CC(C)=CC(=O)Nc1nnc(-c2ccccc2C)s1 | i | i | i | 4 | i | i | i | i | 2 | i | i
23 | CCN1CCN(Cc2c(O)ccc3c(C)cc(=O)oc23)CC1 | i | i | i | -4 | i | i | i | i | -172 | i | i
24 | CC(=O)c1ccc(C(=O)Nc2nnc(-c3ccc(Cl)cc3)o2)cc1 | i | i | i | 91* | i | i | i | i | 2 | i | i
25 | c1ccc(-c2csc(Nc3ncccn3)n2)cc1 | i | i | i | 5 | i | i | i | i | 2 | i | i
26 | CCOc1ccc(NC(=O)CN(C)C(=O)CCCn2c(=O)oc3ccccc32)cc1OCC | i | i | i | 3 | i | i | i | i | 8 | i | i
27 | COc1ccc(CC(=O)Nc2sc3c(c2C#N)CC(C)(C)NC3(C)C)cc1OC | i | i | i | 3 | i | i | i | i | 5 | i | i
28 | CCOc1ccc(NC(=O)CCC(=O)N2CCSc3ccccc32)cc1 | i | i | i | -4 | i | i | i | i | -3 | i | i
29 | O=c1[nH]c(NCc2ccccc2)nc2c1CCCC2 | i | i | i | 7 | i | i | i | i | -2 | i | i
30 | CC(=O)N1c2ccc(S(=O)(=O)N(C)CC(=O)NC(C)c3ccccc3)cc2CC1C (centres undefined) | i | i | i | -4 | i | i | i | i | -4 | i | i
31 | O=C(NCCS(=O)(=O)N1CCN(c2ccccc2F)CC1)c1cccs1 | i | i | i | -11 | i | i | i | i | -5 | i | i
32 | COc1cc(/C=N/NC(=O)c2cccc([N+](=O)[O-])c2)ccc1OCc1ccc(C)cc1 | i | i | i | 7 | i | i | i | i | 6 | i | i
33 | O=C(O)c1cc(N=Nc2c(O)[nH]c3ccc([N+](=O)[O-])cc23)ccc1Cl | i | i | i | 35 | i | i | i | i | 6 | i | i
34 | COCCNS(=O)(=O)c1ccc(SC)cc1 | i | i | i | -3 | i | i | i | i | 0 | i | i
35 | Cc1ccc(/C=N/NC(=O)CNC(=O)c2ccc(S(=O)(=O)N(C)C)cc2)cc1 | i | i | i | -10 | i | i | i | i | 3 | i | i
36 | O=C(NCC1CCCO1)C1C2C=CC3(CN(Cc4cccs4)C(=O)C13)O2 (centres undefined) | i | i | i | 0 | i | i | i | i | -1 | i | i
37 | CCCOC(=S)N/C(=N\S(=O)(=O)c1ccccc1)c1ccccc1 | i | i | i | -5 | i | i | i | i | -1 | i | i
38 | COC(=O)C(/C=N/O)NC(=O)c1ccccc1 (centres undefined) | i | i | i | 4 | i | i | i | i | 8 | i | i
39 | Cc1ccnc(NC(=O)c2cc([N+](=O)[O-])cc([N+](=O)[O-])c2)c1 | i | i | i | -2 | i | i | i | i | -11 | i | i
40 | N#Cc1c(NC(=O)C2CC=CCC2C(=O)O)sc2c1CCCCCC2 (centres undefined) | i | i | i | 29 | i | i | i | i | 7 | i | 5*
41 | O=C(NC1CCSc2ccccc21)c1ccccc1Cl (centres undefined) | i | i | i | 4 | i | i | i | i | -2 | i | i
42 | FC(F)(F)c1ccccc1NC(=S)NN=C1CCCCCC1 | i | i | i | -34 | . | i | i | i | 8 | i | i
43 | Cc1ccc(NC(=O)c2ccc(OC(=S)N3CCOCC3)cc2)cc1 | i | i | i | -6 | i | i | i | i | -4 | i | i
44 | Cc1ccc(CC2S/C(=N/N=C/c3ccco3)NC2=O)cc1 (centres undefined) | i | i | i | -1 | i | i | i | i | 4 | i | i
45 | O=C(/C=C/c1ccco1)c1ccc(NC(=O)C23CC4CC(CC(C4)C2)C3)cc1 | i | i | i | 17 | i | i | i | i | 1 | i | i
46 | O=C(CN1C(=O)NC2(CCOc3ccccc32)C1=O)c1ccc(F)c(F)c1 (centres undefined) | i | i | i | -2 | i | i | i | i | 1 | i | i
47 | COc1ccc(-c2nn(-c3ccccc3)cc2C(=O)Nc2cccc(C(=O)O)c2)cc1[N+](=O)[O-] | i | i | i | 17 | i | i | i | i | 2 | i | i
48 | COc1cccc(-c2cc(C(=O)Nc3c(C)n(C)n(-c4ccccc4)c3=O)no2)c1 | i | i | i | 2 | i | i | i | i | -2 | i | i
49 | CC(C)NC(=O)CC(=O)N/N=C/c1cccs1 | i | i | i | -10 | i | i | i | i | 5 | i | i
50 | CC(=O)N1CC2(C)CN(C(C)=O)CC(C)(C1)C2 | i | i | i | 4 | i | i | i | i | 3 | i | i
51 | CC(C)(C)C(=O)CCN1C(=O)C2(OCCO2)c2ccccc21 | i | i | i | 1 | i | i | i | i | 7 | i | i
52 | CN1C(=O)CS/C1=N\NC(=O)COc1cccc2cccnc12 | i | i | -5.9* | -7 | i | i | i | i | -4 | i | i
53 | O=C(COc1ccc(S(=O)(=O)N2CCOCC2)cc1)N1CCc2ccccc2C1 | i | i | i | -12 | i | i | i | i | 0 | i | i
54 | CCCCn1c(N)c(N(CC(C)C)C(=O)c2c(CC)noc2C)c(=O)[nH]c1=O | i | i | i | 6 | i | i | i | i | -5 | i | i
55 | COc1ccc(OC)c(S(=O)(=O)N2CCCC(C(=O)N3CCCCCC3)C2)c1 (centres undefined) | i | i | i | -8 | i | i | i | i | 9 | i | i
56 | O=C(NC(Nc1nc2ccc([N+](=O)[O-])cc2s1)(C(F)(F)F)C(F)(F)F)c1cccnc1 | i | i | -8.2* | 13 | i | i | 15* | i | 9 | 100* | i
57 | COc1cccc(C(=O)N2CCN(Cc3ccc(OC)cc3OC)CC2)c1 | i | i | i | -2 | i | i | i | i | -2 | i | i
58 | C/C(=N/NC(=O)c1ccc(Cl)s1)c1ccc(NC(=O)COc2ccc(Cl)cc2)cc1 | i | i | i | 1 | i | i | i | i | -2 | i | i
59 | COC(=O)c1cc(NC(=O)CN2CCc3cc4c(cc3C2)OCCCO4)cc(C(=O)OC)c1 | i | i | i | 2 | i | i | i | i | -5 | i | i
60 | Cc1ccc(C(=O)N2C(CC(=O)Nc3ccc(Cl)cc3)C(=O)NC3CCCCC32)cc1 (centres undefined) | i | i | i | -14 | i | i | i | i | 3 | i | i
61 | CC(=O)NCCN1C(=O)S/C(=C\c2cccs2)C1=O | i | i | i | 5 | i | i | i | i | 7 | i | i
62 | C=CCN(CC=C)C(=S)NC(=O)c1ccc(C)c(Br)c1 | i | i | i | 47 | i | 8.3* | i | i | -1 | i | i

Single records, as listed above.
Cc1ccnc(NC(=O)c2cc([N+](=O)[O-])cc([N+](=O)[O-])c2)c1 is listed as MrgX1 antagonist = i; RGS4 pot = i; TRPC6 inh = i; SKKanGAS inh = -2; ANO1 activ = i; MrgX1 allo act = i; TRPC6 activator = i; MrgX1 agonist = i; HDAC3 inhib = -11; TMEM16A inh = i; RGS4 inh = i
CCCCn1c(N)c(N(CC(C)C)C(=O)c2c(CC)noc2C)c(=O)[nH]c1=O is listed as MrgX1 antagonist = i; RGS4 pot = i; TRPC6 inh = i; SKKanGAS inh = 6; ANO1 activ = i; MrgX1 allo act = i; TRPC6 activator = i; MrgX1 agonist = i; HDAC3 inhib = -5; TMEM16A inh = i; RGS4 inh = i
